TEAD-YAP inh: TEAD-YAP interaction inhibition; HEK-TIYL cells, TEAD-Gal4/YAP UAS-luciferase luminescence; inhibition, % at 9.12 µM; actives 1.4% (n = 640,000); in the data active means inhibition above about 32%;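 further: 0% = median of test compound wells and 100% = reference inhibitor wells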
MITF inh: human MITF inhibition, primary screen; O75030; AlphaScreen MITF homodimerization, bead proximity signal; inhibition, % at 2.6 µM; actives 0.91% (n = 650,000); in the data active means inhibition above about 50%;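 further: 0% = vehicle wells with protein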
Target sequence (O75030 whole entry, looked up): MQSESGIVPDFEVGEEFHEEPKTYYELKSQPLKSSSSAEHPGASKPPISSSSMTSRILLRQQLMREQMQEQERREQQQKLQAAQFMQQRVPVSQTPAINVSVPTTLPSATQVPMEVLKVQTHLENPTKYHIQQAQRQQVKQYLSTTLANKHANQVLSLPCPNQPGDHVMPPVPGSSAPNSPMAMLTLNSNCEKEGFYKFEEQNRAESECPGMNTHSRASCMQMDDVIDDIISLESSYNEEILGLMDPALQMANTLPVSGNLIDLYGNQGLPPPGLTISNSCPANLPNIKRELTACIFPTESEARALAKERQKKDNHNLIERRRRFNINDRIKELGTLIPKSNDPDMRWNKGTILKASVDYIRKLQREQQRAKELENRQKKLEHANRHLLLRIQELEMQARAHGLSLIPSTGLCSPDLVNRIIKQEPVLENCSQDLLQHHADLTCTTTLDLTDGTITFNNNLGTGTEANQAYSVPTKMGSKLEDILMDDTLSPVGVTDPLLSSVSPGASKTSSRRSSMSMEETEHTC
FBW7 activator: activators of human E3 ligase FBW7; actives 0.13% (n = 650,000); AlphaScreen FBW7–phospho-cyclin E peptide binding, activator screen; Q969H0; normalized activity (activation), % at 26.1 µM; in the data active means normalized activity above about 1.9%;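 further: purified mutant Fbw7 with reduced substrate affinity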
GPR151 ag: activates the human receptor GPR151. activation, % at 11.2 µM. PathHunter beta-arrestin GPR151 cells, luminescence. actives 1% (n = 650,000); in the data active means activation above about 4.9%;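 further: 0% = median of compound wells and 100% = cells with positive control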
Target sequence (Q8TDV0 whole entry, looked up): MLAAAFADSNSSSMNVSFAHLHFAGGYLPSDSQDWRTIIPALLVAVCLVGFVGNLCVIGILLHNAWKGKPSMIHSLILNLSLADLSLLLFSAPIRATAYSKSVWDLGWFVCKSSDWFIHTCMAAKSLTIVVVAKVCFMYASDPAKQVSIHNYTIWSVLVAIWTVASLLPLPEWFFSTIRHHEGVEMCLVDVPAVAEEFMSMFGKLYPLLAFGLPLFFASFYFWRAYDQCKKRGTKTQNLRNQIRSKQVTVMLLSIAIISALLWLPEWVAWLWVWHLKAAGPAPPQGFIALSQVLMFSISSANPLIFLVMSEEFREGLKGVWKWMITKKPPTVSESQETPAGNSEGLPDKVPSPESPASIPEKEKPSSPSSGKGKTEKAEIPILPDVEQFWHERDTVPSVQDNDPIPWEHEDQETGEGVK
Active calls of the source: *.

Results follow in this order: GPR151 ag, MITF inh, TEAD-YAP inh, FBW7 activator
CCc1cc2c3c(c1)C1(C(=O)N3C(C)(C)CC2C)C(C#N)=C(N)Oc2cc(C)oc(=O)c21 (configuration not stated)
    -1.2, 5.4, 8.3, 0.2
CN1CC23C=CC(O2)C(C(=O)N2CCC(C(=O)c4cccnc4)CC2)C3C1=O (configuration not stated)
    -0.2, 17.5, 0.2, -0.1
Cc1nc2c3ccccc3n(Cc3cccc(C(F)(F)F)c3)c(=O)n2n1
    3.6, -3.2, -12.6, 0.2
CC(=O)c1c(C)cn(CCC(=O)O)c1C
    1.1, 11.9, 7.1, 0.0
Cc1csc(CN(C)C2CCC(=O)N(CCCC(C)C)CC2)n1 (configuration not stated)
    0.6, 8.2, -3.1, 0.1
COc1cc2nc(NCc3ccc4c(c3)OCO4)nc(NCc3cccc(C(F)(F)F)c3)c2cc1OC
    2.7, 0.3, 5.2, 0.5
COC(=O)C1=C(C(=O)OC)SC(=C2C(=S)C(C)(C)N(C(=O)c3ccccc3-c3ccccc3)c3cc(C)ccc32)S1
    -0.8, 60.7*, -1.6, 0.3
Cc1cccc(C)c1NC(=O)CN(C)C(C)C(=O)Nc1ccc([N+](=O)[O-])cc1 (configuration not stated)
    0.7, 5.2, -3.1, -0.2
Cc1onc(-c2ccccc2)c1C(=O)NCc1ccc2c(c1)OCO2
    2.9, 5.0, 17.2, 0.0
CC1(C)CC(NC2CC(C)(C)NC(C)(C)C2)CC(C)(C)N1
    -0.3, 3.8, 0.9, 0.5
CCCCNC(=O)c1sc(=S)n(CCc2ccccc2)c1N
    -1.2, -1.1, -9.5, 0.2
Cc1nnc2ccc(SCC(=O)NCCC3(c4ccccc4)CCOC(C)(C)C3)nn12 (configuration not stated)
    1.5, 6.2, -2.7, 0.0
O=C1C(=O)N(OCc2ccccc2)C2CCCCC2N1OCc1ccccc1 (configuration not stated)
    -0.2, 0.9, 3.8, -0.1
C=CCN(c1ccc(C(=O)OC)cc1)S(=O)(=O)c1ccccc1
    -1.6, 11.7, -5.1, 0.0
CC(=O)Nc1cccc(C(=O)N/N=C/c2ccc(O)cc2)c1
    -0.9, 14.2, -6.4, 0.3
Cc1ccsc1-c1nc(CSCC(=O)NCc2cccs2)c(C)o1
    -0.4, 19.2, 6.1, 0.7
COc1ccc(/C=N/Nc2nnnn2-c2cccc3ccccc23)cc1
    -0.3, 1.3, 1.0, -0.1
CCOc1ccccc1NCc1nnc2n1CCCCC2
    2.2, -19.2, -2.4, 0.0
CCCOc1ccc(C(=O)Nc2cccc(-c3nc4ccccc4s3)c2)cc1
    -0.7, -4.1, -17.2, 0.0
Cc1ccc(S(=O)(=O)NC(C)C(=O)N/N=C/c2ccccc2[N+](=O)[O-])cc1 (configuration not stated)
    0.4, 0.2, 6.7, 0.0
CCOc1ccc(-n2c(CNC(=O)Cc3ccccc3)nnc2SCC(=O)N2N=C(c3cccs3)CC2c2ccc(OC)cc2)cc1 (configuration not stated)
    -0.1, -14.7, 0.3, 0.1
COC(=O)C1=C(C(=O)c2ccccc2)C(c2ccccc2Cl)n2nnnc2N1 (configuration not stated)
    0.3, -1.3, 3.9, 0.0
COC(=O)c1cc(CNC(C)=O)cc(NC(=O)C2(c3ccc(Cl)cc3)CC2)c1
    0.4, 9.7, -6.9, 0.1
CCC(C(=O)O)n1ncn2c(cc3occc32)c1=O (configuration not stated)
    0.2, -10.5, 7.3, 0.2
Cc1[nH]nc2c1C(c1cccc(Br)c1)CC(=O)N2 (configuration not stated)
    -0.4, -2.3, -11.4, -0.2
Cc1ccc(-c2nc(Nc3cccc(Cl)c3)c3ccccc3n2)cc1
    0.8, 6.3, -28.3, -0.2
COc1cccc(NC(=O)c2cc3cc(OC)ccc3o/c2=N\O)c1
    -0.1, -1.8, -17.8, -0.2
COc1ccc(S(=O)(=O)NCCCNc2ccc([N+](=O)[O-])cc2Cl)cc1F
    1.3, 7.7, -0.8, 0.0
O=C1OC(c2ccc(-c3ccccc3)cc2)=N/C1=C\c1ccc(Cl)c(Cl)c1
    1.2, 16.0, 9.0, 0.3
CC1CN(c2nc(Nc3ccc(Cl)cc3)c3cnn(C)c3n2)CC(C)O1 (configuration not stated)
    0.2, 19.5, -0.2, 0.4

Continued; the last four above are carried over.
Results follow in this order: GPR151 ag, MITF inh, TEAD-YAP inh, FBW7 activator
COc1cccc(NC(=O)c2cc3cc(OC)ccc3o/c2=N\O)c1
    -0.1, -1.8, -17.8, -0.2
COc1ccc(S(=O)(=O)NCCCNc2ccc([N+](=O)[O-])cc2Cl)cc1F
    1.3, 7.7, -0.8, 0.0
O=C1OC(c2ccc(-c3ccccc3)cc2)=N/C1=C\c1ccc(Cl)c(Cl)c1
    1.2, 16.0, 9.0, 0.3
CC1CN(c2nc(Nc3ccc(Cl)cc3)c3cnn(C)c3n2)CC(C)O1 (configuration not stated)
    0.2, 19.5, -0.2, 0.4
COc1cccc(N=c2oc3c(C)ncc(CO)c3cc2C(=O)Nc2ccccc2Cl)c1
    -1.1, -13.6, -0.2, -0.2
COc1ccc(CCn2c(=O)[nH]c3c(C(N)=O)nc(-c4ccc(C)cc4)nc32)cc1
    1.2, 1.8, -1.0, -0.1
COc1cc(C(=O)Nc2ccc(Cl)c(Cl)c2)c([N+](=O)[O-])cc1OC
    -1.0, 20.2, 5.6, 0.1
O=C(COC(=O)c1cc(-c2ccccc2)nc2ccccc12)c1ccc(-c2ccccc2)cc1
    -2.4, 2.2, 1.5, 0.1
O=C(CC(c1ccccc1)c1ccccc1)NCCCN1CCOCC1
    1.2, 9.8, 13.5, 0.5
COC(=O)c1ccc(OC2=NS(=O)(=O)c3cc([N+](=O)[O-])ccc32)cc1
    0.3, -7.0, 5.5, -0.1
O=C(NCc1cccnc1)c1ccc2c(=O)n(-c3ccc(F)c(Cl)c3)c(=S)[nH]c2c1
    -0.3, 3.0, -2.7, 0.0
CCOc1ccc(/C=C/C(=O)Nc2nc3ccc(OC)cc3s2)cc1
    1.3, 9.9, 6.3, 0.0
NC(=S)Nc1ccc(NC(=S)NC(=O)c2ccco2)cc1
    0.6, 2.2, 6.5, 1.0
CCOc1ccc(CN2CCNC(=O)C2CC(=O)N(C)C2CCCCC2)cc1 (configuration not stated)
    -1.2, -6.1, -2.8, -0.1
CC(=O)Oc1ccc(C2C(C(=O)OC3CCCC3)=C(C)NC3=C2C(=O)CC(c2cccs2)C3)cc1 (configuration not stated)
    1.2, -10.9, -1.2, 0.2
CCOC(=O)CSc1nc2sc(C(=O)NC3CCCCC3)c(C)c2c(=O)n1Cc1ccccc1
    0.2, 21.8, 5.3, 0.2
O=C1CCC(CCNCCOc2ccc(F)cc2)N1Cc1ccon1 (configuration not stated)
    0.4, 10.3, -1.8, 0.1
COc1ccccc1CNc1ccc(C(=O)Nc2ccc(C(C)C)cc2)cc1[N+](=O)[O-]
    -0.1, -1.5, -8.2, -0.1
CC(C)CC(=O)Nc1nnc(SCC(=O)NCc2ccc3c(c2)OCO3)s1
    -2.5, 6.8, -4.4, 0.1
CCC(=O)Nc1ccc(NC(=O)c2cccc(OC)c2)nc1
    -1.8, 2.6, -43.2, 0.1
Cc1ccc(S(=O)(=O)N2CCN(c3ccc([N+](=O)[O-])c(NCCOc4ccc(Cl)cc4)c3)CC2)cc1
    -2.0, -5.0, -7.9, 0.0
CCOC(=O)C1=C(c2ccccc2)N=c2s/c(=C\c3ccc(OCc4ccc(F)cc4)c(OCC)c3)c(=O)n2C1c1ccccc1OC (configuration not stated)
    2.0, 8.5, 4.5, 0.2
CC(C)(C)CC(C)(C)NC(=O)Nc1cccc([N+](=O)[O-])c1
    0.8, -2.1, 1.1, -0.2
O=C(NC1CCCC1)C1(c2cccs2)CCOCC1
    1.9, 12.8, 2.4, -0.1
COc1ccc(C(=O)NCCNC(C)=O)cc1S(=O)(=O)NCc1ccc(Cl)cc1
    -0.3, -10.8, 0.3, 0.1
Cc1ccccc1NC(=O)CCCC(=O)OCC(Cl)=C(Cl)Cl
    0.3, 18.4, 9.6, 0.2
COc1ccccc1CNC(=O)CSc1ccsc1[N+](=O)[O-]
    -0.9, 13.6, -43.0, 0.0
COc1ccc(CCn2c(-c3ccc(S(=O)(=O)N4CCOCC4)cc3)csc2=Nc2cccc(C(F)(F)F)c2)cc1OC
    0.3, 13.6, -12.2, 0.9
C=CCSc1nnc2c(n1)[nH]c1ccccc12
    -0.5, 0.5, -72.3, -0.1
C=CCn1c2ccccc2c2nnc(SCC(=O)Nc3nc4ccccc4s3)nc21
    -1.1, -2.5, 4.6, 0.5
CCOC(=O)c1cccc(NC(=O)C2c3ccccc3Oc3ccccc32)c1
    -0.6, -18.2, -2.6, -0.2
COc1ccc(C2CC(=O)C3=C(C2)Nc2ccccc2NC3c2ccccc2OCc2ccccc2)cc1 (configuration not stated)
    -0.3, 14.4, 3.8, 1.4
COc1ccc(-n2c(SCC(=O)NNC(=O)C(C)C)nnc2-c2cccnc2)cc1
    -0.5, -1.0, 2.5, 0.1
CCOc1ccccc1C(=O)N[C@H](C(=O)OCC(=O)NC(N)=O)C(C)C
    1.6, 0.2, 8.1, 0.1
COc1cccc(C(=O)Nc2ccc(NC(=O)C3CCCCC3)nc2)c1
    0.3, 11.2, 0.6, -0.1
Cc1ccc2cc(CCNC(=O)COc3ccccc3)c(=O)[nH]c2c1
    1.2, 18.0, -6.0, -0.2
Cc1ccc(CNC(=O)c2cc3c(s2)CS(=O)(=O)C3)cc1
    5.7*, -5.8, -14.5, 0.0
COc1ccc(/C(C)=N/NC(=O)C2CC2)cc1
    -0.5, -1.1, -18.6, 0.3
Cc1c(Cl)cccc1NC(=S)N1CCN(CCO)CC1
    1.3, 11.9, 3.5, -0.1
O=C(/C=C\c1ccc2c(c1)OCO2)NCc1cc(-c2ccco2)on1
    3.1, 3.1, -1.6, 0.2
COc1ccc2[nH]c(C)c(CCNS(=O)(=O)c3cc(C)c(OC)cc3C)c2c1
    -0.6, 10.5, 3.7, -0.2
C=CCN1C(=O)C2C3C=CC(C2C1=O)C1C2C(=O)N(CC=C)C(=O)C2C31 (configuration not stated)
    0.6, 4.1, 13.4, -0.1
CCOC(=O)Nc1cccc(Sc2nc(C)cc(C)n2)c1
    -1.4, 13.5, 8.3, 0.1
CC(=O)COC(=O)c1ccc2c(c1)C(=O)N(c1cccc(C)c1)C2=O
    -6.8, -7.3, 9.8, -0.1
CCOC(=O)c1cc(NC(=O)N2CCCCC2)c(C)nc1C
    -0.7, 6.6, 8.0, 0.0
COc1ccccc1CNC(=O)c1ccc(CN(c2ccccc2)S(=O)(=O)c2ccccc2)cc1
    2.9, 4.9, 4.5, 0.0
Cc1nc2c(ccc3nc(NC(=O)COc4ccc(Cl)cc4Cl)sc32)s1
    -0.1, -4.8, -0.5, 0.1
Cc1cccc2nc3c(c(=O)n12)CN(C(=O)c1c(F)cccc1F)CC3
    2.3, -1.6, 9.6, 0.1
CC(C)N(CCNc1ncnc2nc(N3CCOCC3)[nH]c12)C(C)C
    3.4, 10.1, 15.8, -0.1
NS(=O)(=O)c1ccc(CCN=Cc2cccc3ccccc23)cc1
    0.0, -0.6, -4.0, 0.1
O=C(c1cc(-c2ccc(Cl)cc2)nc2ccccc12)N1CCCCC1
    1.3, -0.2, -5.9, 0.1
CC(C)CC(=O)Nc1nnc(SCC(=O)NCc2ccco2)s1
    -1.4, 6.3, -0.2, -0.2
CCOc1ccc(-c2cnc(NCc3cccc(OC)c3)n2C)cc1
    0.4, 25.8, -3.0, 0.1
O=C(N/N=C/c1ccccc1C(F)(F)F)C1COc2ccccc2O1 (configuration not stated)
    -1.3, 18.1, -11.8, 0.2
O=C(COc1ccc([N+](=O)[O-])cc1)NNC(=O)c1cccnc1
    -0.1, 4.2, 6.7, 0.9
CN1C/C(=C\c2cccc(Br)c2)c2nc3ccccc3c(C(=O)O)c2C1
    0.1, 3.4, -1.4, -0.2
Cc1ccc(-n2cc(C(=O)NCC3CCCO3)c3ccccc3c2=O)cc1C (configuration not stated)
    -0.6, -9.4, 9.4, 0.1
Cc1nnc2n1CCN(C(=O)CCc1ccc3c(c1)OCO3)CC2
    -0.4, 2.0, 1.0, -0.1
CCCN(c1cccc(C(F)(F)F)c1)S(=O)(=O)c1cc(Br)cnc1N
    -0.7, -9.8, 1.9, 0.0
N#Cc1c(N)nc(N2CCOCC2)c(C#N)c1C(C#N)Cc1ccccc1 (configuration not stated)
    3.7, -7.7, -9.3, 0.1
CCN(CC)c1ccc(NC(=O)CSc2ncnc3sc(C)cc23)cc1
    -0.9, 16.2, -4.5, -0.2
Cn1nnnc1Sc1ccc([N+](=O)[O-])cc1C(=O)NCC12CC3CC(CC(C3)C1)C2
    0.7, -5.5, 18.8, -0.1
